K1F lysis inhibition: protection from phage-mediated lysis, alamar blue read-out – E. coli UTI89, K1F phage, bacterial capsule biogenesis inhibitors (AID 488966); one-dose inhibition, % at 100 µM; IC50 in µM for titrated hits; E. coli UTI89 K1F phage lysis, alamar blue, 2 h; higher % means a stronger effect; 340,000 compounds, 0.02% hits;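 active = phage lysis inhibition, versus mean bacterial control, above a set limit; inconclusive = no clear call, values can overlap the other calls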;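 note: capsule biogenesis inhibitors block K1F phage lysis so surviving cells raise fluorescence; higher fluorescence means more inhibition of phage lysis; actives were called in the ten point dose series up to 300 µM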
TNAP activators: stimulation of alkaline phosphatase TNAP activity – biochemical, luminescent, no phosphate acceptor, uHTS, primary screen (AID 1001); 200,000 compounds, 0.03% hits; purified TNAP, luminescent activation assay, no phosphate acceptor; higher activation fold means a stronger effect; one-dose activation fold at 20 µM; EC50 in µM for titrated hits; in the data active = activation fold from about 3, or a potency from the dose series; inactive = the rest, 99 in 100 with activation fold below about 1.6; note: many of its hits are not listed in these tables
Myeloid diff MLP: myeloid differentiation induction. ER-HoxA9 myeloid progenitors, lysozyme-GFP differentiation, flow cytometry. calls only at 10 µM. 360,000 compounds, 1% hits. AID 624256;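 active = normalized GFP-positive differentiation at or above the plate's own cutoff, the solvent-only control mean plus 3 SD; inconclusive = no clear call, values can overlap the other calls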;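 note: cells exposed to compound for four days before flow analysis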
NTR1 ag: NTR1-driven beta-arrestin-GFP spot formation – imaging, U2OS cells, high content, primary screen (AID 493036) | P30989 | agonist mode | activation, % at 20 µM | 330,000 compounds, 0.17% hits;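 active = activation at or above 40% of the spot to cytoplasm intensity ratio, with at least 20 cells analyzed; inconclusive = wells under 20 cells, flagged as cytotoxic or low count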;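 note: 0% = DMSO without peptide and 100% = 100 nM NTR1 peptide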
Target sequence (P30989 whole entry, looked up): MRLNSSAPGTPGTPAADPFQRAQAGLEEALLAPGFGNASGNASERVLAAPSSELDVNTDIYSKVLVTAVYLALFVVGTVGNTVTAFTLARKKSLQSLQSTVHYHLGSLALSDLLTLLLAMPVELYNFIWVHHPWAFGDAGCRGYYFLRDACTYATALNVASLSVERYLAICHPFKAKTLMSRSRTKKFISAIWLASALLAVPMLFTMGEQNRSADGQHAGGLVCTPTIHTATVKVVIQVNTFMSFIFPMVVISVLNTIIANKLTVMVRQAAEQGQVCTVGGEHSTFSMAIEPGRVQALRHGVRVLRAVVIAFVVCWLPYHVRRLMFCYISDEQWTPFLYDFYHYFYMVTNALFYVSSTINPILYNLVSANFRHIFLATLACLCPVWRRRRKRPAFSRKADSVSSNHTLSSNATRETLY
Large T inhibition: TAg ATPase/helicase activity blockers – biochemical (AID 1903); inhibition, % at 20 µM, or IC50 in µM where a hit was titrated; SV40 large T antigen ATPase/helicase inhibition assay; higher % means a stronger effect; 310,000 compounds, 0.39% hits; in the data active = a potency from the dose series; inconclusive = inhibition mostly from about 32% at the one dose, without a potency; inactive = the rest, 99 in 100 with inhibition below about 32%; note: strong numbers were not always called active
PhoP inhibition: PhoP-dependent GFP reporter repression – Salmonella Typhimurium, primary screen (AID 1863) | 300,000 compounds, 0.16% hits | one-dose inhibition, % at 50 µM; IC50 in µM for titrated hits | S. Typhimurium PhoP-regulated promoter GFP reporter, 4 h; higher % means a stronger effect;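 active = inhibition over 29.93%, a cutoff 3 SD above the screen mean, later confirmed by dose response; inconclusive = inhibition over 29.93% but no dose response follow-up; inactive = inhibition at most 29.93% or unconfirmed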;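 note: 0% = low Mg2+ inducing control and 100% = high Mg2+ repressing control; strong numbers were not always called active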
T cell HTS: T cell immune modulation candidate; 2C CD8+ T cell-vesicle binding, flow cytometry; stronger effect = lower value; 330,000 compounds, 0.068% hits; calls only at 7 µM;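 active = response, share of CD8 T cells binding vesicles, and their 90th percentile fluorescence all below set limits, cut at about 80% in these data, passing the limit was not always enough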
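material = purified 2C TCR transgenic mouse naive CD8+ T cells | controls = Unloaded micro-vesicles (low), QL9 vesicles with 0.7% DMSO (high) | detection = cytometric PE anti-B7-1 and Alexa647 anti-CD8 signals after 1% paraformaldehyde fixation | incubation = binding step 1.5 h, 37 °C, antibody labelling 20 min, ice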
RSV CPE inhibition: RSV antiviral activity via CPE protection, HEp-2 cells, primary 10 µM value included (AID 2391) | HEp-2 cells, RSV-induced CPE inhibition; higher % means a stronger effect | CPE inhibition, % at 10 µM; hits with a dose series show IC50 in µM | 310,000 compounds, 0.13% hits; in the data active = a potency from the dose series; inconclusive = CPE inhibition mostly from about 23% at the one dose, without a potency; inactive = the rest, 99 in 100 with CPE inhibition below about 21%; note: strong numbers were not always called active
Rac1 GTP hydrolysis: MgcRacGAP GTPase-activating activity inhibitors, confirmation, biochemical, ADP Hunter fluorescence | MgcRacGAP-stimulated Rac1 GTP hydrolysis, ADP Hunter fluorescence; higher % means a stronger effect; GST-tagged Rac1 F28L mutant substrate | inhibition, % at 30 µM, or IC50 in µM where a hit was titrated | 340,000 compounds, 0.6% hits | AID 624330;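 active = first-screen hits whose inhibition reached a set limit at any dose in the follow-up dose series; inconclusive = inhibition above the set first-screen limit but never retested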;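 note: fluorescence reports GDP produced by GAP-driven GTP hydrolysis; strong numbers were not always called active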
T cell HTS vesicle-bound %: further read-out of T cell HTS, marked with its call; double positive events, %; measured here: CD8+ vesicle-bound cell fraction;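 binding gate set so that unloaded-vesicle control wells show 10% double positive cells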
NTR1 ag cell count 20 µM: second read-out of NTR1 ag, no call of its own (marks repeat the call); cell count; measured here: cell count, cytotoxicity flag
Myeloid diff MLP GFP+ MAC1+ %: further read-out of Myeloid diff MLP, marked with its call; GFP+ MAC1+ double positive, %; measured here: differentiation confirmed by MAC1 staining
The depositor's hits bear a star; i = inactive; ? = inconclusive; · = no result given; [ ] = another dose, or the depositor's remark.

SMILES	K1F lysis inhibition	TNAP activators	Myeloid diff MLP	Myeloid diff MLP GFP+ MAC1+ %	NTR1 ag	NTR1 ag cell count 20 µM	Large T inhibition	PhoP inhibition	T cell HTS	T cell HTS vesicle-bound %	RSV CPE inhibition	Rac1 GTP hydrolysis
Cc1cccc(NC(=O)c2cccc(C(F)(F)F)c2)c1	0.3%	1.1	i	0.2	-1.6	57	9%	0%	i	21	3.2%	5%
NC(=O)/C(=C\c1ccccc1)NC(=O)c1ccc(NC(=O)c2ccccc2)cc1	0.0%	·	i	0.7	0.0	54	24%	-7%	i	26	-0.1%	10%
COc1ccc(CCN(Cc2cc3cc(C)ccc3[nH]c2=O)C(=O)N2CCCC2)cc1OC	-1.3%	1	i	1.4	-0.7	74	11%	2%	i	18	2.6%	-2%
CCN(CC)C(=O)C(=O)c1cccn1-c1ccc(C#N)cc1	0.6%	1.1	i	0.3	0.2	84	12%	-5%	i	25	1.5%	0%
C(=N\n1cnnc1)/c1cccnc1	0.5%	1.2	i	1.0	2.6	43	5%	-11%	i	38	1.5%	2%
COC(=O)c1ccc(NC(=O)CSc2nc(N)c(NC(=O)c3ccc(Br)o3)c(=O)[nH]2)cc1	0.3%	·	i	1.2	0.1	70	-10%	-2%	i	10	0.8%	3%
CCc1cc(-c2n[nH]c(C)c2-c2nc(C)cs2)c(O)cc1OC	0.8%	1.5	i	0.2	4.0	62	8%	-1%	i	31	2.1%	12%
Cc1ccc(C(=O)CN2C(=O)C(C)Oc3ccccc32)cc1 (centres undefined)	0.2%	1	i	0.2	0.9	58	19%	-5%	i	10	0.8%	4%
CN(CC(=O)Nc1cccc(F)c1)C(=O)c1cn2ccccc2n1	0.8%[50 µM]	·	i	0.6	-0.8	90	·	·	i	26	0.5%	9%
Cc1sc(N)nc1C12CC3CC(CC(C3)C1)C2	0.7%	1.1	i	0.1	4.1	51	10%	-2%	i	10	1.9%	8%
CCOC(=O)C1=C(C)NC2=C(C(=O)c3ccccc32)C1c1ccc(O)cc1 (centres undefined)	2.7%[50 µM]	0.9	i	0.1	2.6	72	19%	8%	i	8	?	12%
CN(C)N=Nc1ccc(S(=O)(=O)NC(Cc2ccccc2)C(=O)O)cc1 (centres undefined)	0.2%	·	i	0.1	0.1	75	-1%	-3%	i	18	-0.6%	5%
Cc1nn(C)cc1CNC(=O)c1cccc(Cl)c1	-0.7%	1.1	i	11	0.7	86	10%	3%	i	33	0.0%	2%
O=S(=O)(c1ccccc1)N1CCC2(CC1)OCCO2	0.9%	1.1	i	0.7	-0.8	37	1%	3%	i	43	0.8%	13%
CCOc1ccccc1N1CCN(C(=O)c2cc(C)oc2C)CC1	0.7%	1.1	i	6.5	0.7	86	7%	0%	i	10	0.3%	11%
CSCC[C@H](NC(=O)Nc1ccc(OC(F)(F)F)cc1)C(=O)O	0.0%	·	i	0.1	1.9	38	12%	0%	i	35	-1.1%	12%
CC(Sc1nncs1)C(=O)NCc1ccc2c(c1)OCO2 (centres undefined)	0.3%	1.2	i	8.5	-0.4	46	13%	5%	i	17	0.2%	0%
COCCNC(=O)CN1C(=O)COc2ccc(S(=O)(=O)N3CC(C)CC(C)C3)cc21 (centres undefined)	0.1%	·	i	2.3	-3.3	49	·	·	i	64	1.6%	-4%
COc1ccc(OC)c(NC(=O)CSc2nnc(CNC(=O)c3ccccc3F)o2)c1	0.3%	·	i	0.7	-0.2	52	5%	-6%	i	28	0.5%	·
O=C(Cc1cccs1)NCc1ccc(Cl)cc1Cl	1.8%	·	i	0.6	1.1	49	-6%	12%	i	49	0.4%	4%
S=c1[nH]nc(C2CCCCC2)n1/N=C/c1ccccc1Cl	0.2%	·	i	0.6	6.0	103	10%	4%	i	58	3.1%	·
Cc1ccccc1Nc1ncc(C#N)c(N)n1	·	·	i	0.4	0.1	44	1%	-9%	i	19	1.9%	·
COc1ccc(N(CC(=O)NCc2cccnc2)S(=O)(=O)c2ccccc2)c(OC)c1	-0.3%	·	i	0.7	4.5	51	·	·	i	37	1.0%	6%
COC(=O)c1ccc(COC(=O)c2cccnc2Cl)cc1	-0.7%	·	·	·	0.0	45	19%	4%	i	30	1.1%	6%
CN(CC(=O)Nc1ccccc1N1CCOCC1)S(=O)(=O)c1ccc(Cl)cc1	1.5%	1	i	0.5	1.5	36	6%	-10%	i	46	1.9%	7%

The last 2 records of the part above come first, to join the parts:
SMILES	K1F lysis inhibition	TNAP activators	Myeloid diff MLP	Myeloid diff MLP GFP+ MAC1+ %	NTR1 ag	NTR1 ag cell count 20 µM	Large T inhibition	PhoP inhibition	T cell HTS	T cell HTS vesicle-bound %	RSV CPE inhibition	Rac1 GTP hydrolysis
COC(=O)c1ccc(COC(=O)c2cccnc2Cl)cc1	-0.7%	·	·	·	0.0	45	19%	4%	i	30	1.1%	6%
CN(CC(=O)Nc1ccccc1N1CCOCC1)S(=O)(=O)c1ccc(Cl)cc1	1.5%	1	i	0.5	1.5	36	6%	-10%	i	46	1.9%	7%
O=C(CSc1nnc(-c2ccccc2Cl)o1)N1CCCCC1	1.3%	1.1	i	3.3	4.1	47	5%	-6%	i	29	-0.2%	4%
O=C(O)CCSc1nnc(COc2ccc(Cl)cc2)n1-c1ccccc1	-1.2%	·	i	0.9	-0.6	78	7%	1%	i	12	1.8%	13%
Nc1ccc(C(=O)N/N=C\c2cc(N=Nc3cccc4ccccc34)ccc2O)cc1	0.4%	0.8	i	4.6	-0.6	98	5%	16%	i	31	10%	12%
Cc1nc(N)sc1C(=O)N/N=C/c1cccnc1	0.0%	1.1	i	0.6	-2.1	87	8%	2%	i	29	-0.1%	4%
COc1ccccc1CNC(=O)c1c(-c2ccccc2Cl)noc1C	0.0%	·	i	1.0	-1.3	45	16%	-6%	i	12	0.6%	6%
COC(=O)C1=C(C)N(c2ccc(Cl)cc2)/C(=C/c2ccc(O)cc2)C1=O	0.7%	0.7	i	0.6	17	45	4%	5%	i	44	49%	9%
O=C(O)c1ccc(-n2nnnc2Oc2cccc3cccnc23)cc1	4.4%	1	i	4.2	-0.4	88	4%	-4%	i	42	-1.1%	1%
CCOP(=O)(OCC)C(Nc1cccc([N+](=O)[O-])c1)c1ccc(N(C)C)cc1 (centres undefined)	·	·	i	0.4	2.5	47	4%	-4%	i	13	2.8%	·
CCCN1CCN(C(=O)c2oc3ccccc3c2NC(=O)C2CC2)CC1	-0.1%	·	?	·	-0.3	61	10%	0%	i	39	2.4%	-8%
Cc1cc(C)c(C#N)c(SCc2[nH]nc3c2C(c2ccccc2)C(C#N)=C(N)O3)n1 (centres undefined)	-0.8%	1.1	i	8.3	9.2	57	12%	22%	i	36	-0.2%	13%
COc1cccc(COC(=O)C2CCN(C(=O)c3ccccc3C)CC2)c1OC	-1.4%[50 µM]	·	i	1.0	1.2	89	-7%	-6%	i	5	-0.1%	-1%
CN(CC(=O)Nc1ccccc1Cl)C(=O)c1cccc(-n2cccc2)c1	0.4%[50 µM]	·	i	0.8	0.3	65	0%	8%	i	57	-0.3%	8%
Cc1cccc(OCCCC(=O)Nc2ccccc2C(F)(F)F)c1	4.6%	1	i	1.4	-4.1	88	14%	-1%	i	28	1.8%	7%
CC1CCCCN1Cc1ccc(N(C)C)cc1 (centres undefined)	1.6%	1	i	1.0	1.4	46	7%	6%	i	12	1.1%	10%
CCOc1ccccc1CNC(=O)Cn1ccc2cc(S(=O)(=O)N3CCCC3)ccc21	0.2%	·	i	2.2	0.5	70	11%	-1%	i	11	2.1%	10%
COc1ccc(CCNC(=O)CN2c3cccc4cccc(c34)S2(=O)=O)cc1OC	-0.3%	·	i	1.1	0.1	52	10%	-4%	i	22	1.7%	2%
CC[C@@H](C)[C@H](NC(=O)Cc1c(C)c2c(cc(C)c3c(C)c(C)oc32)oc1=O)C(=O)O	-2.3%[50 µM]	·	i	0.1	1.5	94	10%	-3%	i	27	2.3%	14%
Cc1cc(C(=O)NCc2cc(C(=O)O)oc2C)c(C)o1	0.6%	1.1	i	0.3	-0.2	80	17%	-1%	i	5	1.3%	9%
Cc1ccc(NC(=O)CNCc2ccccc2)c(Br)c1	0.0%	1.1	i	0.3	0.4	49	4%	-3%	i	56	2.5%	-3%
CCN(CC)C(=O)COc1coc(CN2CCN(c3cccc(Cl)c3)CC2)cc1=O	0.2%	·	i	0.0	0.1	58	10%	-1%	i	31	0.7%	12%
COC(=O)C1=C(C)N(c2ccc(F)cc2)C(=O)C1	1.8%	1.1	i	0.8	-0.3	87	-1%	-4%	i	7	-0.8%	-3%
CC(=O)N/C(=C\c1ccccc1)C(=O)OCC(=O)c1c(N)n(CC(C)C)c(=O)n(C)c1=O	0.7%[50 µM]	·	i	1.1	-0.6	63	8%	3%	i	42	-1.4%	7%
CC(C)NC(=O)COc1ccccc1C#N	-0.4%	1.1	i	0.5	2.9	54	5%	-4%	i	48	1.5%	0%
CCC(C)Nc1nc(-c2ccc3c(c2)NC(=O)CO3)cs1 (centres undefined)	-1.1%	1.1	i	1.4	2.7	33	4%	-12%	i	52	1.6%	1%
CC(=O)c1ccc(Nc2c3c(c(C#N)c4nc5ccccc5n24)CCC3)cc1	·	1	·	·	2.6	54	8%	7%	i	52	1.7%	·
CCOc1ccc(/C=C(\C#N)C(=O)NC2CC2)c(OCC)c1	11%	·	i	0.6	3.4	42	57%	·	i	28	1.4%	4%
Cc1cc(C(=O)NC(C)C)on1	1.7%	1.1	i	3.5	4.1	55	11%	-3%	i	29	1.8%	1%
CCC(=O)N(CC)c1nc(-c2cc(OC)ccc2OC)cs1	-0.1%	1.1	i	1.1	2.6	61	8%	3%	i	25	-0.3%	3%
CCN(C(=O)CCNC(=O)Cn1cnc2ccccc2c1=O)c1cccc(Cl)c1	0.1%	·	i	7.9	1.3	42	4%	5%	i	25	1.7%	0%
C[C@H]1COC(=O)[C@@H](Cc2ccc(F)cc2)CC/C=C/C[C@H](CC(=O)N(CCO)Cc2ccccc2)C(=O)N1	-0.6%	·	i	1.1	-0.5	51	·	·	i	7	·	6%
